Assay outcomes deposited in PubChem by National Center for Advancing Translational Sciences (NCATS).
KAT2A inh: inhibitors of human GCN5L2 histone acetyltransferase. Q92830. GCN5L2 HAT assay, ThioGlo1 CoA-SH fluorescence. Potency, µM (doses to about 58.9 µM), for the others: at the highest dose activity change, negative = inhibition, most hits filed as inhibitors. 0.21% of 390,000 active
Target sequence (Q92830 whole entry, looked up): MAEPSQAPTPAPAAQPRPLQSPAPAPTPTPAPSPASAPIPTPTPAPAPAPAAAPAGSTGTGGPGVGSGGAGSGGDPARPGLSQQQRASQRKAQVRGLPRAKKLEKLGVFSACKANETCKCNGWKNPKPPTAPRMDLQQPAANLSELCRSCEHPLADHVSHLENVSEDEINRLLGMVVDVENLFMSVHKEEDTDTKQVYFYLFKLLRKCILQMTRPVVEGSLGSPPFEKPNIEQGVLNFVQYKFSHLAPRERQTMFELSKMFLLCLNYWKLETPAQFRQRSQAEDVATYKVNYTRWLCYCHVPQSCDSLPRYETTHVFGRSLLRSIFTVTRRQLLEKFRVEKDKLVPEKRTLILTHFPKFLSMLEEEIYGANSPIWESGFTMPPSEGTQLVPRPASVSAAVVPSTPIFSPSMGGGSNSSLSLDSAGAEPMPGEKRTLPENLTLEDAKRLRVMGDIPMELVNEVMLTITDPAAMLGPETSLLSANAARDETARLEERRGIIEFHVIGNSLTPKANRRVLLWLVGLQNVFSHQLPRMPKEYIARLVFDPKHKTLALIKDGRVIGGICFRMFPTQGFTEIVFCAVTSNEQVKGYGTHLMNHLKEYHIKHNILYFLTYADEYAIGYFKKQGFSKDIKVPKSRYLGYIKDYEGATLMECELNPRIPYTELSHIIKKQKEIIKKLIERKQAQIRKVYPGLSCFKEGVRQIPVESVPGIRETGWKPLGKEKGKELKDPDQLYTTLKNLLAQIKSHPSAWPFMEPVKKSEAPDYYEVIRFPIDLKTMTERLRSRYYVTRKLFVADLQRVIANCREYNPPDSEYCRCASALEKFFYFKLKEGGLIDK
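Titration-based screen in which CoA formation is detected via maleimide probe ThioGlo1 (50uM) turning fluorescent on thiol reaction; substrates H3(1-25) 75uM and acetyl-CoA 70uM, GCN5L2 20nM, 20 min incubation at room temperature.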
DT40 TDP1 no CPT: qHTS for Inhibitors of human tyrosyl-DNA phosphodiesterase 1 (TDP1): qHTS in cells in absence of CPT; DT40 Tdp1-/- hTDP1 cells, no CPT, ATP luminescence, 48 h; Potency, µM (doses to about 46.2 µM), for inactives: at the highest dose activity change, negative = growth inhibition, hits mostly inhibitors; 15% of 420,000 active; AID 686978, 2013; also: nearly all actives have a fitted effect of over 55% in size
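Compound effects on proliferation are scored in DT40 Tdp1-/-;hTDP1 cells in the absence of CPT. ATP levels (CellTiter-Glo luminescence) are recorded after a ≥48 hr, 37 °C incubation.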
DT40 TDP1 CPT: growth inhibition of DT40 Tdp1-/-;hTDP1 cells with camptothecin (screen for TDP1 inhibitors); Potency, µM (highest dose often 46.2 µM), for inactives: at the top dose activity change, negative = growth inhibition, most hits filed as inhibitors; 12% of 420,000 active; chicken DT40 Tdp1-/-;hTDP1 cells + 20 nM CPT, ATP luminescence, 48 h; also: nearly all actives have a fitted effect of over 55% in size
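Chicken DT40 Tdp1-/- cells stably complemented with human TDP1 were seeded at 400 cells/well in medium containing 20 nM camptothecin, exposed to pin-transferred compounds, and grown at 37 °C for at least 48 hr. Viability was read as ATP luminescence.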
Numbers without * were called inactive; ? = inconclusive; . = not tested or not shown. Calls follow the shape of the dose curve; as a rule, active = well fitted curve in the direction sought with a large enough effect; inconclusive = small, poorly fitted or top-dose-only effect, or another doubt; inactive = no such curve, though single readings can be large; an effect the other way counts as inactive or inconclusive. % is scaled to controls: 0 for no effect and ±100 for the full control effect; potency is read from the fitted curve at half-maximal effect.

SMILES	KAT2A inh	DT40 TDP1 no CPT	DT40 TDP1 CPT
CCc1nn(CC(=O)NCCC(C)C)c(=O)c2cc3occc3n12	-1%	?	-13%
Cc1ccc(/C=C(\C#N)c2nn(-c3ccccc3)c(N)c2C#N)cc1	-16%	15µM*	?
Cc1cccc(CCNC(=O)CCCOc2cc(=O)n(C)c3ccccc23)c1	0%	?	?
CC(=O)Nc1ccc(Nc2nccc(C)n2)cc1	.	14%	-23%
O=C(NCc1cccnc1)c1cccc(OC2CCN(Cc3ccc(CO)o3)CC2)c1	-4%	1%	14%
COCCNC(=O)C(=O)NCC1CCCN1S(=O)(=O)c1cccs1 (stereo unspecified)	.	-3%	1%
Cc1cccc(/C(N)=N/OC(=O)c2ccc3c(c2)OCO3)c1	21%	?	-10%
O=C(CN1C(=O)NC(Cc2c[nH]c3ccccc23)C1=O)NC1CC1 (stereo unspecified)	0%	-1%	9%
COc1ccc(Cl)cc1C=CC=NNS(=O)(=O)c1ccc(C)cc1	.	16µM*	18µM*
CCC(=O)N1CCc2cc(Br)cc(S(=O)(=O)CCC(=O)Nc3ccc(C)c(C)c3)c21	3%	1%	12%
CC(=O)N1c2ccc(S(=O)(=O)NCCC(=O)NC3CCC(C)CC3)cc2CC1C (stereo unspecified)	-4%	-8%	-18%
CCCNC(=O)C1CCN(S(=O)(=O)c2c(C)noc2/C=C\c2ccc(OC)cc2)CC1	-5%	-19%	-15%
CCOCCCNC(=O)CN1CCN(S(=O)(=O)c2ccc3c(c2)CCC3)CC1	-11%	-21%	0%
CCN(CC(=O)Nc1ccccc1C(F)(F)F)C(=O)c1cccc(N2C(=O)CCC2=O)c1	4%	-13%	1%
COc1ccc2nc(NC(=O)CC3Oc4ccccc4NC3=O)sc2c1 (stereo unspecified)	-10%	-19%	-19%
O=C1CCC(C(=O)Nc2ccccc2N2CCCC2)=NN1	-8%	-21%	-5%
CCn1ncc(/C=N\NC(=O)COc2cc(C)cc(C)c2)c1C	1%	?	?
c1ccc(CN2OCC3Cn4c(nc5ccccc54)C32)cc1 (stereo unspecified)	7%	-5%	8%
O=C(O)CSc1nnc(CNc2ccc(F)cc2)n1-c1ccccc1	-10%	-15%	0%
O=S(=O)(N/N=C\c1c(F)cccc1Cl)c1ccc(Cl)cc1	-25%	?	13µM*
CC(C)c1ccccc1NC(=O)CCc1nc2ccccc2s1	-3%	?	-27%
COc1ccccc1C(=O)NCc1nnc(SCC(=O)Nc2nccs2)n1C	-1%	0%	5%
Cc1ccc(S(=O)(=O)c2c(O)c3ccc(C(=O)O)cc3[nH]c2=O)cc1	-5%	21%	0%
COCCn1c(SCC(=O)Nc2cccc(F)c2)nc2c(c1=O)SCC2	-28%	5%	-18%
COCC(=O)N1CCC2(CC1)CN(Cc1cc(C(F)(F)F)cc(C(F)(F)F)c1)C2	-4%	-6%	-2%
Following part.
SMILES	KAT2A inh	DT40 TDP1 no CPT	DT40 TDP1 CPT
Cc1ccc(NC(=O)c2cc(S(=O)(=O)N3CCCCC3)ccc2N2CCOCC2)cc1S(=O)(=O)N(C)C	.	?	-23%
COc1ccc(S(=O)(=O)N(C)C[C@H]2Oc3c(NC(=O)Nc4c(C)noc4C)cccc3C(=O)N([C@@H](C)CO)C[C@H]2C)cc1	0%	?	1%
O=C(CSc1nnc(NC(=O)c2ccc3c(c2)OCO3)s1)NCc1ccco1	2%	-11%	11%
COc1ccc(CCNS(=O)(=O)CCNC(=O)c2ccccc2)cc1	-10%	-1%	-1%
Cc1ccc(NC(=O)CCc2c(C)nn(-c3ccc(N4CCCCC4)nn3)c2C)cc1	-14%	-18%	?
COC(=O)c1cccc(C#CC(NP(=O)(c2ccccc2)c2ccccc2)c2ccccc2)c1 (stereo unspecified)	-16%	?	26µM*
O=C(O)c1ccc(-c2ccccc2Cl)o1	-5%	-17%	-12%
Cc1cc(C(C)(C)C)oc1C(=O)N(CC(=O)NC1CCCC1)c1ccc(F)cc1	1%	16µM*	?
CN(C)CCCNC(=O)C[C@H]1C[C@H](C(=O)N2CCOCC2)[C@@]2(C)c3[nH]c4cc(CCC(=O)N(C)C)ccc4c3CCN2C1=O	3%	-4%	?
O=[N+]([O-])c1ccc(N2CCN(c3ccc([N+](=O)[O-])cc3CO)CC2)c(CO)c1	-4%	2.9µM*	2.3µM*
C/C(=N\N=C1\NC(=O)C(CC(=O)Nc2ccc(Cl)cc2)S1)c1ccco1 (stereo unspecified)	-11%	15%	14%
Cc1ccc(C(=O)CSc2nnc(-c3ccccc3)n2-c2ccccc2)o1	-4%	10µM*	11µM*
COC(=O)c1cccc(C23CC4(C2)[C@H](CN(C)[C@@H]4c2ccccc2)C3c2ccc(C(F)(F)F)cc2)c1 (stereo partly specified)	-3%	?	?
Cc1cc(/C=N/Nc2ccc([N+](=O)[O-])cn2)c(C)n1-c1ccc(C(=O)O)cc1	?	-28%	-9%
Cc1ccccc1Cn1c(C)c(C(=O)NCC(C)C)sc1=O	.	?	?
O=c1cnc2cncnc2n1Cc1ccccc1	-5%	7.3µM*	5.8µM*
CC1CCN(S(=O)(=O)c2cccc(S(=O)(=O)N3CCCC3)c2)CC1	-6%	?	-9%
Cc1ccccc1N=C1SCCN1C(=O)CN1C(=O)NC2(CCCC2)C1=O	1%	?	-22%
CC(NC(=O)c1c(Cl)cnn1C)C1CCCO1 (stereo unspecified)	-3%	13%	-7%
O=C(COc1ccccc1)NC1CCSC1=O (stereo unspecified)	-4%	-2%	27%
Cc1c(Cl)cccc1NC(=O)CCCn1cnc([N+](=O)[O-])n1	-4%	0%	-3%
CC(NC(=O)c1ccccc1NC(=O)c1ccco1)C(=O)O (stereo unspecified)	-2%	-8%	2%
CC(=O)c1cccc(NC(=O)C2(C)Cc3c(-c4cccc(C(F)(F)F)c4)ccnc3O2)c1 (stereo unspecified)	.	23µM*	16µM*
CCOC(=O)CC(=O)CSc1[nH]c(=O)cc(C)c1C#N	.	-9%	1%
O=C(Cc1ccccc1)N/N=C/C=C/c1cccc([N+](=O)[O-])c1	-2%	-21%	-18%
(cont.)
SMILES	KAT2A inh	DT40 TDP1 no CPT	DT40 TDP1 CPT
CC(=O)Nc1ccc(NC(=O)CSCCc2ccccn2)cc1	4%	-6%	1%
CC(=O)N1CCN=C1SCc1cccc(C)c1	-7%	-20%	-20%
CCCCc1ccc(/C=C2\C(=O)ON=C2c2ccccc2)s1	-5%	7%	4%
CCOc1ccc(C(F)(F)F)cc1NC(=O)c1ccc(OC)c([N+](=O)[O-])c1	3%	0%	-2%
c1cnc2c(C3NCCc4c3[nH]c3ccccc43)cccc2c1 (stereo unspecified)	0%	?	?
O=C(NCCN1CCOCC1)c1cccc(S(=O)(=O)N2CCCC2)c1	3%	1%	-11%
COc1ccc(/C=N/OCC(=O)N=Nc2c(O)[nH]c3ccc(Br)cc23)cc1	-6%	?	?
O=C(O)c1ccccc1-c1ccccc1C(=O)NCc1cccnc1	0%	-1%	10%
O=C(CSc1nc2ccccc2n1S(=O)(=O)c1cccc([N+](=O)[O-])c1)NCCc1ccccc1	-3%	?	?
Cc1nnc2c(N(C)S(=O)(=O)c3ccccc3)nc3ccccc3n12	-6%	0%	-10%
O=C(NC1Cc2ccccc2C1)c1cc(COc2cccc(C(F)(F)F)c2)on1	-8%	-12%	-25%
CCOC(=O)c1[nH]c(C)c(CCC(=O)Nc2ccc(N(CC)CC)cc2C)c1C	-18%	21µM*	23µM*
CCOC(=O)C1CCN(c2c(NCCCN(CC)Cc3ccccc3)c(=O)c2=O)CC1	6%	-21%	?
C=CCN1C(=O)OC2(CCCCC2)C1(C)O (stereo unspecified)	-3%	-21%	-5%
COCc1nnc(NC(=O)c2ccco2)s1	-5%	-4%	-1%
CSCC[C@H](NS(=O)(=O)c1ccc(C)cc1)C(=O)N1CCC(C(=O)N[C@H](C(=O)O)c2ccccc2)CC1	-3%	0%	13%
CC(=O)NN(O)C1N(C)C(=O)N(Cc2ccccc2)C1(C)C (stereo unspecified)	.	-9%	14%
CC1(C(=O)Nc2ccc(Cl)c(Cl)c2)CCN1C(=O)CCC1CCCC1 (stereo unspecified)	.	23µM*	23µM*
CC(OC(=O)C1CCN(S(=O)(=O)c2ccccc2)CC1)C(=O)Nc1ncc(Cl)cc1Cl (stereo unspecified)	3%	0%	-1%
COc1ccc(N2CCN(S(=O)(=O)c3ccc(-n4cnnn4)c(C)c3)CC2)cc1	-22%	?	-1%
CCCCOC(=O)c1[nH]c2c(c1C)C(=O)CC(c1cc(OC)c(OC)c(OC)c1)C2 (stereo unspecified)	-8%	5.2µM*	6.5µM*
CCOC(=O)Cc1csc(NC(=O)CCNS(=O)(=O)c2ccc3c(c2)CCC(=O)N3)n1	-2%	-21%	-3%
CCOC(=O)c1oc2cc(O)cc(C)c2c(=O)c1-c1cscn1	2%	-29%	-4%
N#CNC1=NCN(Cc2ccccc2)CN1	-5%	-6%	-11%
C/C=C(\C)C(=O)NCCN1C2=NC[C@@H](C)N2C[C@H]1Cc1ccc(O)cc1	-2%	2%	1%
More entries follow.
SMILES	KAT2A inh	DT40 TDP1 no CPT	DT40 TDP1 CPT
COc1cccc(C(=O)N2N=C(c3cccc(OC)c3)CC2(O)C(F)(F)F)c1 (stereo unspecified)	-2%	?	?
CCOC(=O)N1CCN(C(=O)CCNS(=O)(=O)c2cc(Br)cnc2N)CC1	0%	-8%	-11%
CCC1CN(S(=O)(=O)c2cc(-c3cc(C)no3)ccc2C)c2cc(C)ccc2O1 (stereo unspecified)	3%	?	21µM*
COc1ccc(-c2nnc(SCC(=O)NCCc3ccccc3)o2)cc1	5%	-25%	-13%
O=C(Nc1ccc(S(=O)(=O)N2CCCCC2)cc1)c1ccccc1Cl	-3%	26µM*	?
CC1(C)CCCN(Cc2c(O)ccc3c(=O)c(-c4nc5ccccc5s4)c(N)oc23)C1	-1%	13µM*	18µM*
CCC(CO)Oc1cc(NC(=O)c2ccccc2C)c2ncn(C(C)C)c2c1 (stereo unspecified)	-3%	-12%	?
Cc1[nH]c2ccccc2c1/C=N/NC(=O)Nc1ccccc1	-3%	?	-17%
CCCC(=O)N(C)c1nnc(-c2ccc(OC)cc2)s1	-5%	-29%	-19%
Clc1ccccc1Cn1nnc(-c2ccccc2)n1	0%	-10%	17%
O=C(CN1CCN(S(=O)(=O)c2ccc(Br)cc2)CC1)N/N=C/c1ccc(Cl)c([N+](=O)[O-])c1	-2%	18µM*	?
COc1ccc(C(C(=O)NC2CCCCC2)N(CC2CCCO2)C(=O)C2COc3ccccc3O2)cc1OC (stereo unspecified)	1%	?	-26%
COc1ccc(-n2c(=O)n(Cc3ccccc3)c(=O)c3[nH]cnc32)cc1	-2%	?	?
